High-throughput results: PubChem, National Center for Advancing Translational Sciences (NCATS)
D3 ag: qHTS of D3 Dopamine Receptor Agonist: qHTS; D(3) dopamine receptor (Homo sapiens), P35462; D3R DiscoveRx beta-arrestin cells, luminescence, 90 min; max activation, %; actives 0.58% (n = 410,000); AID 652048, 2013; in the data active = max activation above about 30%; note: 0% is about no effect; mostly tested at two doses, the higher about 12 µM
Target sequence (P35462 whole entry, looked up): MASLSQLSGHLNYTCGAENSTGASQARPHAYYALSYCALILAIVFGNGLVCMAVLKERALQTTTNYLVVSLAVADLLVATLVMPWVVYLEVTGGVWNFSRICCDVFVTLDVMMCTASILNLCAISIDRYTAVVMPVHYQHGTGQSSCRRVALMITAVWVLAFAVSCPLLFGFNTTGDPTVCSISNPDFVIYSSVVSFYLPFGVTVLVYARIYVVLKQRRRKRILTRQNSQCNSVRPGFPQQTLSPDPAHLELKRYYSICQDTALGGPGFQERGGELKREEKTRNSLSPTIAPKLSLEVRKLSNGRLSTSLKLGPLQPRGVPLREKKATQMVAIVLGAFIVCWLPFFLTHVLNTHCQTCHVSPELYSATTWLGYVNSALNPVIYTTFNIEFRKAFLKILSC
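Cells at 1500/well, incubated overnight, then treated with pinned compounds (dopamine as control) for 90 min at 37 degrees C. DiscoveRx reagent added for 30 - 60 minutes at room temperature; luminescence read.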
TDP-43 yeast inh: qHTS of TDP-43 Inhibitors. TDP-43 expressing yeast growth rescue, BacTiter-Glo, 24 h. Potency, µM (series often up to 46.1 µM), without a hit: top-dose growth rescue (activation), actives largely listed as activators. actives 1.8% (n = 410,000); note: potency is the fitted concentration of half-maximal effect; % of control where 0% means no effect; nearly all actives have a fitted effect of over 50% in size
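Luminescence from BacTiter-Glo reports growth of TDP-43-expressing yeast after 24 hr at 30 deg C with compound. Cells were raffinose-pregrown to mid-log, then seeded in galactose medium at OD600=0.02.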
D3 antag: qHTS of D3 Dopamine Receptor Antagonist: qHTS | D3R cells, DiscoveRx beta-arrestin luminescence, antagonist mode; active compounds read low | max response, negative = inhibition, % | AID 652054, 2013 | actives 2.5% (n = 360,000) | D(3) dopamine receptor (Homo sapiens), P35462; in the data active = max response below about -50%; inconclusive = no clear call, values can overlap the other calls; note: % is set by controls: 0 for no effect and ±100 for the full control effect; mostly tested at two doses, the higher about 12 µM
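Cells plated overnight at 1500 cells/well, then exposed to library compounds with dopamine controls for 90 minutes at 37 degrees C. DiscoveRx reagent added for 30–60 minutes at room temperature; luminescence read, quantitative HTS format.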
EPAC2 agonist: qHTS for Agonist of cAMP-regulated guanine nucleotide exchange factor 4 (EPAC2): primary screen | EPAC2 activation, biochemical qHTS; response scale: 100% = 6.5 mM cAMP response | Potency, µM (top dose mostly 154 µM), without a hit: at the highest dose activation, actives largely listed as activators | actives 0.079% (n = 360,000); note: potency is the fitted concentration of half-maximal effect; nearly all actives have a fitted effect of over 50% in size
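EPAC2 (100 nM) mixed with Rap1B loaded with BODIPY-GDP (250 nM) plus 50 uM unlabeled GDP; compounds pinned in, 5 min RT, then read every 5 min for 30 min (ex 480, em 540 nm). Normalized to cAMP control.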
FUS yeast rescue: qHTS for Suppressors of FUS Proteinopathy: Primary screen using FUS-linked yeast assay | actives 0.24% (n = 390,000) | AID 1347120, 2019 | Potency, µM (series often up to 76.6 µM), inactives show at the highest dose growth rescue (activation), most hits filed as activators | S. cerevisiae FUS-expressing, growth rescue, OD600, 24 h;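 note: potency is the fitted concentration of half-maximal effect; plate controls were DMSO vehicle for no effect and reference control for full effect; nearly all actives have a fitted effect of over 55% in size; some results filed as inactive show a strong effect at the top dose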
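Read-out: OD at 600 nm after 24hr at 30C, reporting rescue of FUS-induced yeast toxicity. Cells at OD 0.005 in galactose (2%) minimal medium; compounds tested in a dilution series; CP55940 titration from 92uM final as control.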
Abeta rescue: qHTS for compounds that reverse cellular toxicity of Amyloid beta (A-beta) peptide in yeast: Primary Screen; Potency, µM (titrated, usually from 46.1 µM), without a hit: top-dose growth rescue, hits mostly activators; actives 0.063% (n = 410,000); yeast expressing A-beta42, growth rescue, OD600, 48 h; response scale: 0% DMSO, 100% iron-clioquinol control; note: potency is the fitted concentration of half-maximal effect; nearly all actives have a fitted effect of over 55% in size
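Growth rescue measured by 600 nm absorbance after 48 h yeast culture at 30 C with compound. Values normalized between DMSO and an equimolar ferric chloride plus clioquinol control.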
EPAC2 antagonist: qHTS for Antagonist of cAMP-regulated guanine nucleotide exchange factor 2 (EPAC2): primary screen. Rap guanine nucleotide exchange factor 4 (Homo sapiens), Q8WZA2. EPAC2 GEF exchange of Rap1B-BODIPY-GDP, fluorescence. Potency, µM (series often up to 114 µM), for the others: top-dose activity, negative = inhibition, hits mostly inhibitors. actives 0.18% (n = 360,000); note: potency is the fitted concentration of half-maximal effect; % is set by controls: 0 for no effect and ±100 for the full control effect; nearly all actives have a fitted effect of over 45% in size; many of its hits are not listed in these tables
aSyn rescue: qHTS of alpha-syn Inhibitors | Yeast expressing alpha-synuclein, growth rescue, BacTiter-Glo, 24 h | Potency, µM (highest dose often 46.1 µM), without a hit: at the highest dose growth rescue (activation), hits mostly activators | actives 0.14% (n = 370,000); note: potency is the fitted concentration of half-maximal effect; % of control where 0% means no effect; nearly all actives have a fitted effect of over 65% in size
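Galactose-induced alpha-syn yeast (OD600=0.02, raffinose-pregrown) + pinned cpd, 24 hr, 30 deg C; growth by BacTiter-Glo luminescence. Growth restoration scores as activation.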
Numbers without * were called inactive; ? = inconclusive; · = no result given; [ ] = another dose, or the depositor's remark. Unless noted, calls come from the whole dose curve; as a rule, active = well fitted curve in the direction sought with a large enough effect; inconclusive = small, poorly fitted or top-dose-only effect, or another doubt; inactive = no such curve, though single readings can be large; an effect the other way counts as inactive or inconclusive. This is a subset, so the mix of outcomes need not match the whole.

| entry | SMILES | aSyn rescue | D3 antag | FUS yeast rescue | TDP-43 yeast inh |
| --- | --- | --- | --- | --- | --- |
| 1 | CCCS(=O)(=O)NC(=O)C1(C)CCCN(C(=O)c2sccc2C)C1 (stereo unspecified) | -1% | 10 | -8% | 22% |
| 2 | C#CCOCCOCCOCCNc1nc(N2CCN(C(=O)[C@H](CCC(=O)O)n3cc(C(N)CO)nn3)CC2)nc(N2CCN(C(=O)[C@H](Cc3cc4ccccc4[nH]3)n3cc(C(N)[C@H](C)CC)nn3)CC2)n1 (stereo partly specified) | -4% | 5 | 35% | -7% |
| 3 | CCOC(=O)[C@@H]1[C@H]2COc3ccc(Br)cc3[C@@H]2N2C(=O)N(c3ccc(Cl)cc3)C(=O)[C@]12C | 1% | ? | 41% | 5% |
| 4 | Cc1ccccc1C(=O)Nc1cccc(OCc2cc(=O)n3c4c(sc3n2)CCCC4)c1 | · | · | 11% | -6% |
| 5 | Cc1ccc(CN2CCN(C(=O)c3cccc4ccccc34)CC2)cc1 | -2% | 1 | -2% | -21%[1.82 µM] |
| 6 | Cc1csc(=O)n1CCC(=O)OCc1nnc(-c2ccc([N+](=O)[O-])cc2)o1 | -4% | -5 | -16% | 5% |
| 7 | O=S(=O)(/N=C(/c1ccccc1)N1CCOCC1)c1ccc(F)cc1 | -4% | -3 | 6% | -14% |
| 8 | COCCNC(=S)N(CCc1c(C)[nH]c2ccc(Cl)cc12)Cc1cccnc1 | 2% | 20 | -9% | 4% |
| 9 | COc1ccc(CNC(=O)C(C#N)c2nc3ccccc3nc2N2CCCC2)cc1 (stereo unspecified) | 4% | ? | 26% | -5% |
| 10 | Cn1cc(C(=O)N/N=C/c2c(O)ccc3ccccc23)ccc1=O | 0% | 12 | -3% | -18% |
| 11 | COc1ccc(NC(=O)C2C(c3ccc4c(c3)OCO4)=Nc3ccccc3N2C(=O)c2cccc(C(F)(F)F)c2)cc1 (stereo unspecified) | 6% | -2 | 32% | 12% |
| 12 | COc1ccc(CC(=O)NCC(=O)N/N=C/c2c[nH]c3ccccc23)cc1 | 3% | -7 | · | 19% |
| 13 | CCOC(=O)c1cc2c(=O)c3ccccc3oc2nc1C | -9% | 1 | -11% | -5% |
| 14 | COc1cc(OC)cc(C(=O)Nc2c(C(=O)Nc3ccc(F)cc3)oc3ccccc23)c1 | · | · | -1% | ? |
| 15 | Cc1c(C=C(C#N)c2ccc([N+](=O)[O-])cc2)c(=O)n(-c2ccccc2)n1C | -9% | 6 | 8% | 4% |

| entry | EPAC2 antagonist | EPAC2 agonist | D3 ag | Abeta rescue |
| --- | --- | --- | --- | --- |
| 1 | 7% | 2% | 3 | 13% |
| 2 | -2% | 1% | -20 | -4% |
| 3 | 8% | 11% | -2 | 5% |
| 4 | · | · | 0 | -8% |
| 5 | 0% | 0% | -20 | 6% |
| 6 | 5% | 10% | 0 | -2% |
| 7 | -2% | 5% | -10 | 6% |
| 8 | -4% | -4% | 1 | 0% |
| 9 | 208%[activator] | -929%[inhibitor] | 7 | 9% |
| 10 | 16% | 3% | 3 | -20% |
| 11 | 0% | -1% | 6 | 0% |
| 12 | 4% | -1% | -1 | -7% |
| 13 | 3% | 9% | -1 | -32% |
| 14 | · | · | 7 | 2% |
| 15 | 3% | -15% | 0 | -5% |

Reprinted from the part before: 5 compounds, then new ones.
| entry | SMILES | aSyn rescue | D3 antag | FUS yeast rescue | TDP-43 yeast inh |
| --- | --- | --- | --- | --- | --- |
| 11 | COc1ccc(NC(=O)C2C(c3ccc4c(c3)OCO4)=Nc3ccccc3N2C(=O)c2cccc(C(F)(F)F)c2)cc1 (stereo unspecified) | 6% | -2 | 32% | 12% |
| 12 | COc1ccc(CC(=O)NCC(=O)N/N=C/c2c[nH]c3ccccc23)cc1 | 3% | -7 | · | 19% |
| 13 | CCOC(=O)c1cc2c(=O)c3ccccc3oc2nc1C | -9% | 1 | -11% | -5% |
| 14 | COc1cc(OC)cc(C(=O)Nc2c(C(=O)Nc3ccc(F)cc3)oc3ccccc23)c1 | · | · | -1% | ? |
| 15 | Cc1c(C=C(C#N)c2ccc([N+](=O)[O-])cc2)c(=O)n(-c2ccccc2)n1C | -9% | 6 | 8% | 4% |
| 16 | COc1ccc(/C=N/Nc2ncnc3sc(C)c(C)c23)cc1 | -18% | -1 | 51% | 26% |
| 17 | CSc1ccccc1NC(=O)C1CC(c2ccccc2Cl)=NO1 (stereo unspecified) | -14% | -5 | -2% | 18% |
| 18 | N#Cc1ncc(Cc2ccccc2)nc1C#N | 12% | 2 | 22% | 14µM* |
| 19 | Cc1cc(Br)ccc1OCCN1CC(C)OC(C)C1 (stereo unspecified) | 16% | ? | 6% | 3% |
| 20 | Cc1ccc(NC(=O)CSc2nc(-c3ccco3)nc3cc(=O)[nH]n23)cc1 | · | · | -8% | 22% |
| 21 | CCCCC(=O)Nc1cc(C(=O)NCCc2ccccc2)ccc1Cl | 3% | 14 | -3% | 12% |
| 22 | CCc1ccccc1NC(=O)C1CCCN(c2ncccn2)C1 (stereo unspecified) | -5% | 15 | 25% | 0% |
| 23 | Oc1sc(C=Nc2ccccc2)c2ccccc12 | 6% | 22 | 22% | ? |
| 24 | Cc1ccc(S(=O)(=O)N2C(=O)CCC2C(N)=O)cc1 (stereo unspecified) | -18% | -19 | -3% | -17% |
| 25 | Nc1nc(-c2cccnc2)nc(N2CCCCC2)n1 | 2% | 5 | 2% | 16% |
| 26 | O=C(c1ccco1)c1cn(CC(=O)N2CCCc3ccccc32)c2ccccc12 | 2% | 0 | 28% | ? |
| 27 | O=C(COc1ccccc1)N(CCc1ccccc1)c1nc(-c2ccc(F)cc2)cs1 | 8% | 5 | · | 18% |
| 28 | CCC(C)[C@H](NC(=O)[C@@H]1Cc2ccccc2CN1)C(=O)Nc1ccc2c(c1)OCO2 (stereo partly specified) | 0% | -28 | -1% | -9% |
| 29 | CCOC(=O)C1=C(C)OC(=Cc2ccccc2)C1=O | -1% | 29 | 10% | 0% |

| entry | EPAC2 antagonist | EPAC2 agonist | D3 ag | Abeta rescue |
| --- | --- | --- | --- | --- |
| 11 | 0% | -1% | 6 | 0% |
| 12 | 4% | -1% | -1 | -7% |
| 13 | 3% | 9% | -1 | -32% |
| 14 | · | · | 7 | 2% |
| 15 | 3% | -15% | 0 | -5% |
| 16 | -11% | 17% | -11 | -17% |
| 17 | 3% | 9% | -9 | 9% |
| 18 | -3% | -4% | 1 | -41%[inhibitor] |
| 19 | -5% | 6% | -11 | 2% |
| 20 | · | · | 7 | -2% |
| 21 | -10% | -4% | 0 | 13% |
| 22 | 10% | 7% | 14 | -4% |
| 23 | 15% | ? | 1 | -1% |
| 24 | 11% | -7% | 4 | -18% |
| 25 | 10% | -1% | 33* | -13% |
| 26 | -9%[57.1 µM] | -4% | -5 | 3% |
| 27 | 0% | 4% | 7 | -8% |
| 28 | -4% | -8% | -18 | -5% |
| 29 | 4% | 4% | 13 | -7% |

Three structures out of the list, arranged by count of non-hydrogen atoms, smallest number first.
| entry | SMILES | aSyn rescue | D3 antag | FUS yeast rescue | TDP-43 yeast inh |
| --- | --- | --- | --- | --- | --- |
| 18 | N#Cc1ncc(Cc2ccccc2)nc1C#N | 12% | 2 | 22% | 14µM* |
| 22 | CCc1ccccc1NC(=O)C1CCCN(c2ncccn2)C1 (stereo unspecified) | -5% | 15 | 25% | 0% |
| 28 | CCC(C)[C@H](NC(=O)[C@@H]1Cc2ccccc2CN1)C(=O)Nc1ccc2c(c1)OCO2 (stereo partly specified) | 0% | -28 | -1% | -9% |

| entry | EPAC2 antagonist | EPAC2 agonist | D3 ag | Abeta rescue |
| --- | --- | --- | --- | --- |
| 18 | -3% | -4% | 1 | -41%[inhibitor] |
| 22 | 10% | 7% | 14 | -4% |
| 28 | -4% | -8% | -18 | -5% |
